# Bioassay records as filed in PubChem.
# 12-LOX inh = ALOX12 (human) lipoxygenase inhibition; purified 12hLO, xylenol orange hydroperoxide absorbance; Potency, µM (titrated, usually from 108 µM), for the others: at the top dose activity change, negative = inhibition, hits mostly inhibitors; 1.1% of 580,000 active; active = well fitted inhibition curve with a large enough effect; inconclusive = small, poorly fitted or top-dose-only effect, or another doubt; inactive = no such curve, though single readings can be large or run the other way
# Target sequence (P18054 whole entry, looked up): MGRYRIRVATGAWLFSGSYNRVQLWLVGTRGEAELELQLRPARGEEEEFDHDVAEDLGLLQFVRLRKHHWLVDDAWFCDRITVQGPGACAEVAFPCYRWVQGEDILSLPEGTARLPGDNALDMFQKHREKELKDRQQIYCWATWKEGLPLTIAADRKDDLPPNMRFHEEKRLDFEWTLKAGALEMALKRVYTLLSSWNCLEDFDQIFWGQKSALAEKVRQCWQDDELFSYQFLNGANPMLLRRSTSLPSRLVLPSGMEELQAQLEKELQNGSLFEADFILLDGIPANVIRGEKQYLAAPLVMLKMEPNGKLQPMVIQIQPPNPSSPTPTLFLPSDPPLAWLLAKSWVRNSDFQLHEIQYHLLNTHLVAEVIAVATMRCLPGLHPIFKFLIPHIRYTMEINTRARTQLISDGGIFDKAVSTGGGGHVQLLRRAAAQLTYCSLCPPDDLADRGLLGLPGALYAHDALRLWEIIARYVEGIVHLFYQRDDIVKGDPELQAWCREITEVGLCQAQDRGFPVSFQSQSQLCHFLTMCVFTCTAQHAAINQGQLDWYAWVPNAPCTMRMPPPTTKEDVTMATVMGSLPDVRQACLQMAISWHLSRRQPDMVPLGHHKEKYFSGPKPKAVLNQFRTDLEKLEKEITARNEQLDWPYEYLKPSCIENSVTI
#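 Hydroperoxide product was detected by ferrous iron/xylenol orange as the 573 to 405 nm absorbance ratio. Arachidonic acid at 40 uM (final) was turned over for 30 min at room temperature by 150 nM human 12hLO, pH 7.0 Hepes buffer, after 15 min compound preincubation.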
# * = called active by the depositor; u = inconclusive; [ ] = dose if it differs, or a comment. % is set by controls: 0 for no effect and ±100 for the full control effect; potency is the fitted concentration of half-maximal effect. The list is partial. The share of hits here may be higher or lower than overall.
# A first look:
SMILES,12-LOX inh
O=C(Cc1ccc(OC(F)(F)F)cc1)N1CCC([C@@H]2CNC[C@H]2CO)CC1,-5%
COc1cccc(NC(=O)c2cc[n+]([O-])cc2)c1,0%

# The listing, repeating the preview:
SMILES,12-LOX inh
O=C(Cc1ccc(OC(F)(F)F)cc1)N1CCC([C@@H]2CNC[C@H]2CO)CC1,-5%
COc1cccc(NC(=O)c2cc[n+]([O-])cc2)c1,0%
O=C(CCc1ccccc1)NCCC1CCN(C(=O)Nc2ccc(F)cc2F)CC1,10%
CCc1nc(C)c(C(=O)N2CCC3(CCCN(Cc4cccc(C)c4)C3)C2)o1 (configuration not stated),27%
COC(=O)c1ccc(CN2C(=O)[C@@H]3C[C@@H](O)CN3C3(CN(CC(C)C)C3)C2=O)cc1,-7%[176 µM]
COc1ccc(CCn2c(Br)nc3c2c(=O)n(C)c(=O)n3C)cc1,29%
CC/C(=N\NC(N)=O)C1CC(C(C)C)CC=C1C (configuration not stated),-10%
CC1(C)[C@H]2CC[C@@H](CNC(=O)c3ccccc3F)[C@@H]1C2,28%[176 µM]
O=C(NC1CCN(C(=O)N2CC3CC(C2)[C@H]2CCCC(=O)N2C3)CC1)C1CCCC1 (some centres not stated),48%[activator]
COc1ccc(NC(=O)N2CCN(Cc3nc(-c4cccc(C(F)(F)F)c4)no3)CC2)cc1,5%
O=C(Nc1ccncc1)c1ccc(COc2ccccc2Cl)cc1,4%
O=C(Cc1cccc(Cl)c1)N1CCC(c2nn(-c3ccc(Cl)cc3)c(=O)[nH]2)CC1,20µM*
Cc1ccc(C(=O)/C=C/c2cccc3ccccc23)o1,16µM*
CCOCCCNC(=O)N1CCC(c2noc(-c3cnccn3)n2)C1 (configuration not stated),7%
CN1C[C@H](O)C[C@H]1c1nnc2n1CCN(C(=O)c1cc3ccccc3[nH]1)CC2,36%[activator]
COCCNC(=O)c1nc(-c2ccccc2OC)c2cnccn12,-11%[176 µM]
Cc1cccc(CN2CCCC3(Cc4ccccc4CNC3=O)C2)n1 (configuration not stated),2%[6.33 µM]
O=C1COCC2(CN(Cc3ccc4c(c3)CCO4)C2)CN1Cc1ccccc1,-5%[176 µM]
COc1cc2c(cc1CNc1ncncn1)CCC2,49%[activator]
O=C(Nc1ccc(Oc2ccccc2)cc1)c1n[nH]c(=O)c2ccccc12,u
CCOC(=O)CCCNC(=O)CCl,u
COc1cccc2cc(C(=O)N(C)CCOc3ccc(F)cc3)c(=O)oc12,22%
O=C(C1CC(=O)N(c2n[nH]c3cccc(F)c23)C1)N1CCC(Cc2ccccc2)CC1 (configuration not stated),5%
Cc1cc(C)cc(C(=O)N2CCC(Oc3ccc(C(=O)N(C)C)cn3)CC2)c1,27%
O=CN1CCN(C(C(=O)O)c2cn(CCC(=O)O)c3cc(Br)ccc23)CC1 (configuration not stated),-7%
Cc1ccc(CNC(=O)CC2CCCN(c3cnn(CC4CC4)c(=O)c3)C2)cc1C (configuration not stated),-6%
CCOC(=O)/C=C/[C@@H](CCc1ccccc1)NC(=O)C(F)(F)F,-5%
O=C(Nc1ccc2c(c1)OCCO2)N1CCC(Cc2nc(-c3ccncc3)n[nH]2)C1 (configuration not stated),52%[activator]
COCCn1c(C)cnc1C1CCN(C(=O)c2ccc(OC)nc2)C1 (configuration not stated),40%
COC[C@@H]1CCCN1c1ncnc2c1CN(C1CCCNCC1)C(=O)CN2C (some centres not stated),-18%[6.33 µM]
COc1cccc(CN2CCOC3CCN(C(=O)c4ccccc4)CC3C2=O)c1 (configuration not stated),-12%[176 µM]
C=CCN(Cc1cccc(OCC(N)=O)c1)Cc1ccccc1C,-5%
FC(F)(F)c1ccc(N2C3CCC2CN(Cc2cccc(-c4cccs4)c2)C3)cc1,u
Cc1cc(C)c(S(=O)(=O)N2CCCC2c2nncn2Cc2ccncc2)c(C)c1 (configuration not stated),8%
Cc1nn(-c2ccccc2)c(C)c1CN(C)C(=O)CNC(=O)c1ccc(C(C)(C)C)cc1,u
CCOC(=O)c1c(C)[nH]c(C(=O)COc2ncnc3sc4c(c23)CCC4)c1C,u
CN1CCN([C@H]2CCN(C(=O)c3ccc(N(C)C)nc3)C[C@H]2CCC(=O)O)CC1,6%
CCN(CC)Cc1nc(C2(O)CCN(C3CCCC3)CC2)cs1,0%[176 µM]
N#Cc1nc(C2CC2)oc1N1CCN(Cc2cccc3ccccc23)CC1,13%
CCNC(=O)C(C)NC(=O)c1cc2ccc(OC)cc2nc1C (configuration not stated),-13%
COc1ccc(C(=O)NC2CCCCC2)cc1,8%
CC(C)C(=O)Nc1ccc(Cl)c(Cl)c1,11%
COc1ccc(-c2[nH]nc3c2C(c2cccc(OC)c2OC)CC(=O)O3)cc1 (configuration not stated),-15%
N#CCCn1c(=O)cnc2cnc(N3CCOCC3)nc21,u
CCN1C(=O)COC[C@@H]1[C@H](O)c1ccc(NC(=O)c2ccco2)cc1,5%[176 µM]
COc1ccc(C(=O)N2CCC(Cc3nncn3C)C2)cc1 (configuration not stated),19%
CC1CCCN(CC(=O)Nc2oc3ccccc3c(=O)c2-c2ccccc2)C1 (configuration not stated),54%[activator]
COC(=O)[C@@]1(Sc2ccc(C)cc2)CC(=O)N(C(=O)CCc2ccccc2)[C@@H]1c1ccccc1,u
CCN(CC)S(=O)(=O)c1ccc(-c2nc(C#N)c(NCc3ccc(F)cc3)o2)cc1,18%
COCc1noc([C@@H]2CN(C(=O)CC3=CCCCC3)C[C@H]2CO)n1,42%[activator]

# New compounds follow
SMILES,12-LOX inh
Cc1ccc(-c2c(NC(=O)c3cccs3)oc3ccccc3c2=O)cc1,0%
Cc1nn(C)cc1CN1CCOc2ccc(CN3CCC(Oc4cccnc4)CC3)cc2C1,3%
CC(C)CCCC1CN(C(=O)CCN2CCCCCC2=O)CCO1 (configuration not stated),26%
COc1cc(=O)n2c(c1C(=O)N(C)Cc1cscn1)CCN(C(=O)c1cccc(C)c1C)CC2,16%
CN1C[C@H]2CN(c3cncc(C(N)=O)n3)C[C@@]2(C(=O)O)C1,7%
Cc1ccc(CNC(=O)C2(CCO)CC23CCOCC3)o1 (configuration not stated),10%
COC1CN(c2ccc(C)cc2)C12CCN(C(=O)c1nccc3ccccc13)CC2 (configuration not stated),u
CC(=O)N1CCN(C(=O)c2cc3ccccc3[nH]c2=O)CC(O)C1 (configuration not stated),-2%
CCCOC(=O)c1ccc(NC(=O)CC(C)(C(=O)O)c2ccccc2)cc1 (configuration not stated),0%
O=C(NC1CCCCC1)C1CCN(c2cn[nH]c(=O)c2)C1 (configuration not stated),6%

# A different layout for some results above:
molecule | 12-LOX inh
Cc1nn(C)cc1CN1CCOc2ccc(CN3CCC(Oc4cccnc4)CC3)cc2C1 | 3%
CN1C[C@H]2CN(c3cncc(C(N)=O)n3)C[C@@]2(C(=O)O)C1 | 7%
Cc1ccc(-c2c(NC(=O)c3cccs3)oc3ccccc3c2=O)cc1 | 0%
O=C(NC1CCCCC1)C1CCN(c2cn[nH]c(=O)c2)C1 (configuration not stated) | 6%
CCCOC(=O)c1ccc(NC(=O)CC(C)(C(=O)O)c2ccccc2)cc1 (configuration not stated) | 0%
COc1cc(=O)n2c(c1C(=O)N(C)Cc1cscn1)CCN(C(=O)c1cccc(C)c1C)CC2 | 16%

# Remaining list, next part.
SMILES,12-LOX inh
CC(C)c1cccc(C(C)C)c1NC(=O)CC1C=CCC1 (configuration not stated),-4%
Cc1ccc(C2Cn3nnc(C(=O)N4CCN(C(=O)c5ccccc5)CC4)c3CO2)cc1 (configuration not stated),38%[activator]
CCCCN(C(=O)Cc1ccc([N+](=O)[O-])cc1)C(C(=O)Nc1c(C)cccc1C)C(=O)c1ccc(OC)cc1 (configuration not stated),-2%
CC(C)N1CCC(CCN2C(=O)[C@H]3CNC[C@H]3C2=O)CC1,10%
O=C(NCc1ccc(F)cc1)C1CCCN(C(=O)c2ccc3cc[nH]c3c2)C1 (configuration not stated),-40%
Cc1ccc2c(C(=O)O)cc(-c3ccncc3)nc2c1C,u
CC(O)C1C(=O)N2C(C(=O)O)=C(SC3CNC(C(=O)N(C)C)C3)C(C)C12 (configuration not stated),5%[57.4 µM]
Cc1nc(-c2c3n(c(=O)n(Cc4ccc(F)cc4)c2=O)CCCC3)no1,-11%
COc1c(C2CC(=O)Nc3c2ncn3-c2cccc(Cl)c2)cc2c(c1OC)OCO2 (configuration not stated),-17%
Cc1cccc(N2CCN(C(=O)c3ccc(CNS(=O)(=O)c4ccc5ccccc5c4)cc3)CC2)c1,u

# Another view of some results above:
compound: O=C(NCc1ccc(F)cc1)C1CCCN(C(=O)c2ccc3cc[nH]c3c2)C1 (configuration not stated)
  12-LOX inh = -40%

compound: Cc1ccc2c(C(=O)O)cc(-c3ccncc3)nc2c1C
  12-LOX inh = u

# Following part:
SMILES,12-LOX inh
COc1ccc(C2CCCN2C(=O)CSc2nnnn2C2CCCC2)cc1 (configuration not stated),15%
Cc1ccc(C(=O)NCCc2ccccc2)cn1,12%
Oc1cccc(-c2sc3ccccc3c2-c2ccc(OCCN3CCCCC3)cc2)c1,u
Clc1ccc(/C=N/Nc2c(Cl)cc(Cl)cc2Cl)cc1,u
CN(Cc1ccc(-c2ccccc2)cc1)[S+](=O)([O-])c1cccc(C(F)(F)F)c1,8%
COCC(=O)N[C@@H]1CN(Cc2ccc(C)o2)C[C@H]1CO,41%[activator]
N#C/C(=C\c1ccc(-c2ccccc2Cl)o1)c1ccc(F)cc1,-7%
COc1ccc(Cl)cc1N1C(=O)[C@@H]2C[C@@H](NC(=O)Cc3cccs3)CCN2C1=O,-2%[176 µM]
c1ccc(OCc2cc(CC3(NCc4cccc5c4OCO5)COC3)no2)cc1,2%[176 µM]
O=C(Nc1nc(C23CC4CC(CC(C4)C2)C3)cs1)c1cc(-c2cccnc2)nc2ccccc12,-23%
CCNC(=O)N(C1CC1)C1CCOC2(CCN(C(=O)CCc3cccc(OC)c3)CC2)C1 (configuration not stated),26%
O=C(Cn1c(=O)oc2ccccc21)N1CCC(N2CC3CC(C2)[C@H]2CCCC(=O)N2C3)CC1 (some centres not stated),6%
O=C(COC(=O)c1ccc2c(c1)NC(=O)CS2)NCc1cccs1,u
CC(C)(C)C1CCC2(CC1)NC(=O)N(CC(=O)NCCCc1ccccc1)C2=O (configuration not stated),0%
COCCNC(=O)Cc1c[nH]c2ncc(-c3ccccc3C)cc12,-22%[176 µM]
COc1cccc(CC(=O)NCc2ccc(Cl)s2)c1,11%
COCCCNC(=O)C1Cn2cccc2C(=O)N1Cc1ccccc1 (configuration not stated),8%
O=C(NCc1ccccc1)[C@H]1CCCN1C(=O)[C@H]1CCCN1C(=O)c1cccc(F)c1,-24%
O=C(Cc1ccccc1)N(CC1CCOC1)C1CC1 (configuration not stated),-2%
CNc1nc(-c2cn(CCC#N)c3ccccc23)cs1,u
COc1cc2c(cc1OC)C(CNC(=O)c1ccc(Cl)cc1)N(C(=O)Nc1ccccc1)CC2 (configuration not stated),13%
O=C(c1ccc(F)cc1)N1CCCCCC1c1nnc(-c2ccccc2)o1 (configuration not stated),26%
O=C(c1cnccn1)N1CCC(N2C(=O)C(O)C23CCCCC3)CC1 (configuration not stated),-1%
Cc1ccc(C)c(S(=O)(=O)N2[C@@H]3CC[C@@H](C3)[C@H]2c2nc3c(OCC4CCOCC4)cccc3[nH]2)c1,7%
Cc1cc(C)n(CCC(=O)N2CCC(Cc3nc(C4CCOCC4)no3)CC2)n1,16%
O=C(/C=N/O)Nc1ccccc1[N+](=O)[O-],u
COc1ccc(-n2nc(C)c([C@@H]3C=C[C@@H](NC(=O)Nc4cccc(C#N)c4)C3)c2C)cc1,20%[176 µM]
CCCn1cnc2c1CN(S(=O)(=O)c1cccc(C(F)(F)F)c1)[C@H](C(=O)OC)C2,12%[176 µM]
Cn1cnc(C(=O)N2CCC(N(Cc3ccccc3)C3CCOCC3)CC2)c1,17%
COc1ccc(NC(=O)c2ccc(Cl)cc2)c2cccnc12,u
CN1CCCCC(NC(=O)c2ccc(F)cc2)C1=O (configuration not stated),-5%
O=C(Cc1cccc(F)c1)NCc1nnc2ccc(-c3ccc(F)cc3)nn12,-3%
Cc1noc(CC2CCN(C(=O)c3cccc(-n4cnnc4)c3)CC2)n1,-6%
CCc1nc(CN(C)C(C(=O)O)c2ccc(C(C)(C)C#N)cc2)no1 (configuration not stated),-6%
COC(=O)COc1ccc2c(=O)c(-c3ccc4c(c3)OCCO4)coc2c1,-20%
N#CC1(C(=O)NCC2(c3ccccc3)CCCCC2)CCCCC1,1%
CCC(=O)N1CCCCCNC(=O)[C@@H]2CCC[C@@H]21,45%[activator]
CC(C)CCN1CCC2(CC1)CC(C(C)C)=NO2,26%[176 µM]
COc1ccc(NC(=O)c2ncoc2-c2ccc(C)o2)c(OC)c1,-12%
O=C(NCCN1CCOCC1)c1ccc(C2CCCNC2)cc1 (configuration not stated),-29%
O=C1OC2C3CC(C2Sc2ccccc2)C(C(=O)O)C13 (configuration not stated),u
Cc1c(NC(=O)CCC(C)C)cccc1C(=O)N1CCc2sccc2C1,-2%
CCN(CC)C(=O)c1cc(-c2ccc(C)cc2)nc2ccccc12,u
